Screens: PubChem BioAssay, The Scripps Research Institute Molecular Screening Center
GPR151 activ: activators of human GPR151 | Q8TDV0 | PathHunter beta-arrestin GPR151 cells, luminescence | activation, % at 11.2 µM | hit rate 1% among 650,000; in the data active = activation above about 4.9%;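 also: 0% = median of compound wells and 100% = cells with positive control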
Target sequence (Q8TDV0 whole entry, looked up): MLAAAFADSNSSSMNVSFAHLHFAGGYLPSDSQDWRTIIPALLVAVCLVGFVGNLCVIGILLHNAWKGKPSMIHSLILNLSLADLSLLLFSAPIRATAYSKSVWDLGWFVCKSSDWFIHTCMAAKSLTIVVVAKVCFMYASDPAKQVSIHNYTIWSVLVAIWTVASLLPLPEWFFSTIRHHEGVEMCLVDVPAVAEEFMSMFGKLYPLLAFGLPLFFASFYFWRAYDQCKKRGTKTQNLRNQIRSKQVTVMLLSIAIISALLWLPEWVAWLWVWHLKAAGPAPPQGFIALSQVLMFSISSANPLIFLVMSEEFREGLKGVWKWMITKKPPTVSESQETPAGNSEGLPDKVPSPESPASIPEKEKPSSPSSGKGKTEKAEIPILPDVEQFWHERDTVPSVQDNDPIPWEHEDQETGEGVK
TEAD-YAP block: TEAD-YAP interaction inhibition. AID 1259422. HEK-TIYL cells, TEAD-Gal4/YAP UAS-luciferase luminescence. hit rate 1.4% among 640,000. inhibition, % at 9.12 µM; in the data active = inhibition above about 32%;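 also: 0% = median of test compound wells and 100% = reference inhibitor wells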
FBW7 act: activators of human E3 ligase FBW7; AlphaScreen FBW7–phospho-cyclin E peptide binding, activator screen; Q969H0; hit rate 0.13% among 650,000; AID 1259310; normalized activity (activation), % at 26.1 µM; in the data active = normalized activity above about 1.9%;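 also: purified mutant Fbw7 with reduced substrate affinity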
MITF primary: human MITF inhibition, primary screen; O75030; AlphaScreen MITF homodimerization, bead proximity signal; inhibition, % at 2.6 µM; hit rate 0.91% among 650,000; in the data active = inhibition above about 50%;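 also: 0% = vehicle wells with protein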
Target sequence (O75030 whole entry, looked up): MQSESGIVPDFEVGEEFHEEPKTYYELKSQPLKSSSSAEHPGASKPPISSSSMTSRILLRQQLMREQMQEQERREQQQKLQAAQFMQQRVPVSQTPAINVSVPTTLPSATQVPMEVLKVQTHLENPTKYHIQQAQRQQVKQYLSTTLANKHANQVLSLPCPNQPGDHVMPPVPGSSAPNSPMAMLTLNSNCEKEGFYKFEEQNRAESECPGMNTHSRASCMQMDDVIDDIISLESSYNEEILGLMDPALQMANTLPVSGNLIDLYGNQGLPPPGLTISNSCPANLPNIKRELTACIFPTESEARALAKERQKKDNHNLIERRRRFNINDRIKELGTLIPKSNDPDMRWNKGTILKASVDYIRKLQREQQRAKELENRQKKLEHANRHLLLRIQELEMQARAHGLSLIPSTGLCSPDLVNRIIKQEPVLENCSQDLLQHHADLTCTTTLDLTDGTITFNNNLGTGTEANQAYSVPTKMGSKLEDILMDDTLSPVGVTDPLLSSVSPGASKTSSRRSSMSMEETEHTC
Numbers without * were called inactive.

SMILES | GPR151 activ | TEAD-YAP block | FBW7 act | MITF primary
CCC(=O)N1N=C2c3cc(OC)ccc3CCC2C1c1ccccc1[N+](=O)[O-] (stereo not given) | 2.8 | 11 | 0.6 | 16
Cc1cc(C(=O)NCCc2cn3cccc(C)c3n2)ccc1[N+](=O)[O-] | -0.5 | 5 | 0.1 | -1
CN1C(C(=O)NCC2CCCO2)=CC(c2ccco2)=NS1(=O)=O (stereo not given) | -0.5 | -8 | 0.1 | 0
Cc1csc(N/C(=N\S(=O)(=O)c2ccccc2)c2ccccc2)n1 | 0.1 | 9 | 0.0 | 7
CCOc1ccc(NC(=S)NNC(=O)CC(C)O)cc1 (stereo not given) | -0.1 | 4 | -0.2 | -7
CCC(C)(C)NC(=O)C(c1ccccc1)N(C(=O)c1csnn1)C1CCCC1 (stereo not given) | -1.4 | -3 | -0.1 | 1
Cc1c(C(=O)Nc2sc3c(c2C(N)=O)CCC3)oc2ccccc12 | -0.3 | -9 | 0.0 | -3
C=CCN(CC=C)Cc1c(C)[nH]c2ccccc2c1=O | 0.7 | 8 | 0.0 | -26
CC1CC(=O)Nc2ccccc2N1C(=O)CN1CCN(C=O)CC1 (stereo not given) | -0.8 | -1 | 0.0 | -1
COc1ccccc1CCNc1nc(CN(C)Cc2nccs2)nc2ccccc12 | 0.0 | 6 | -1.5 | 20
COc1ccc(S(=O)(=O)n2nc(-c3cc(OC)c(OC)c(OC)c3)cc2N)cc1 | -0.5 | 3 | 0.2 | 7
COC(=O)c1ccc(OC(=O)COC(=O)CN2C(=O)c3ccccc3C2=O)cc1 | -1.7 | -3 | 0.1 | 6
CCOC(=O)c1sc(=Nc2ccc(OC)cc2)n(CCO)c1C | -0.4 | -11 | 0.0 | 8
CCOc1ccccc1NC(=O)CN1CCN(S(=O)(=O)c2cc(Cl)ccc2OC)CC1 | -0.4 | 4 | 0.0 | 1
CCCCc1ccc(NC(=O)CSc2nc3c(c(=O)n2CCOC)SCC3)cc1 | 0.5 | 9 | -0.1 | -1
COCCNC(=O)CCc1nc2cccnc2n1Cc1cccs1 | -2.0 | -2 | 0.1 | 11
CN(C)c1cc(NCCO)c2c3c(onc13)-c1ccccc1C2=O | 1.1 | 9 | -0.4 | 15
COc1ccc(C(=O)Nc2ccc(Oc3nc(C)nc4sc(-c5ccccc5)cc34)cc2)cc1OC | 1.9 | 3 | 0.1 | 48
COc1cc(C(=O)NN2C(=O)c3ccccc3C2=O)cc(OC)c1OC | -0.3 | 52* | -0.1 | -2
CCOC(=O)C(C)Oc1ccc2c(=O)c(Oc3cc(C)ccc3C)coc2c1 (stereo not given) | 1.0 | -7 | 0.2 | 18
CCc1nnc(NC(=O)CSc2nnc(NC(=O)c3cccc([N+](=O)[O-])c3C)s2)s1 | -0.6 | -10 | 0.0 | 0
O=C(O)C1C2C=CC(C2)C1C(=O)Nc1cccc2c(-c3ccccc3)ccnc12 (stereo not given) | 1.1 | -15 | 0.0 | 8
CC(O)CNC(=O)C(=O)NC(C)c1ccccc1 (stereo not given) | -0.6 | 8 | 0.3 | 16
NS(=O)(=O)c1ccc(N/N=C/c2ccccc2Br)c([N+](=O)[O-])c1 | 1.6 | 11 | 0.0 | 9
O=C(CNC(=O)c1ccccc1)NCC(=O)OCC(=O)c1ccc(Cl)c(Cl)c1 | -1.5 | 8 | 0.2 | 12

Continued; the last 4 above are carried over.
SMILES | GPR151 activ | TEAD-YAP block | FBW7 act | MITF primary
O=C(O)C1C2C=CC(C2)C1C(=O)Nc1cccc2c(-c3ccccc3)ccnc12 (stereo not given) | 1.1 | -15 | 0.0 | 8
CC(O)CNC(=O)C(=O)NC(C)c1ccccc1 (stereo not given) | -0.6 | 8 | 0.3 | 16
NS(=O)(=O)c1ccc(N/N=C/c2ccccc2Br)c([N+](=O)[O-])c1 | 1.6 | 11 | 0.0 | 9
O=C(CNC(=O)c1ccccc1)NCC(=O)OCC(=O)c1ccc(Cl)c(Cl)c1 | -1.5 | 8 | 0.2 | 12
C=CCNc1nc(-c2ccc(O)cc2)cs1 | -0.9 | -23 | -0.3 | 70*
Cc1ccc(NC(=O)COC(=O)C(NS(=O)(=O)c2ccc(Cl)cc2)C(C)O)cc1 (stereo not given) | -0.4 | -9 | 0.1 | -3
COc1cccc(-c2cn[nH]c2C2CCN(CC3CC3)CC2)c1 | 1.4 | 3 | 0.0 | -27
O=C(COC(=O)CN1C(=O)C2CCCCC2C1=O)Nc1ccccc1OC(F)F (stereo not given) | -1.1 | 1 | 0.5 | -17
CCc1cccc(CC)c1NC(=O)CCN1C(=O)c2ccccc2C1=O | -0.7 | 10 | 0.0 | -17
C=CCNC(=S)NNC(=O)c1ccccc1OCC | 1.9 | 3 | -0.2 | -5
CCOC(=O)c1c(C)c(C(=O)NC(C)C)c(C)n1CC | 0.4 | 2 | 0.3 | 6
CCC(=O)Nc1cc(-c2nc3cc(C)cc(C)c3o2)ccc1C | -0.2 | -42 | 0.1 | 7
CC(C)(C)N1C(=O)c2ccc(Oc3cccc([N+](=O)[O-])c3)cc2C1=O | 0.8 | -1 | -0.2 | -6
CSc1ncc(/C=C2/C(=O)NC(=O)N(c3cccc(F)c3)C2=O)cn1 | -1.2 | 2 | 0.2 | 16
O=C(CCCCl)Nc1nc(-c2cccs2)cs1 | -2.4 | -27 | 0.0 | -12
CCCCN(C)C(=O)c1nc2ccccn2c1CNC1CCC1 | 1.6 | 3 | -0.1 | -11
COc1cc(/C=C2\SC(=Nc3ccccc3)NC2=O)ccc1O | -0.6 | 2 | 0.1 | 13
COc1ccc(C(=O)N2N=C(c3ccc(C)cc3)CC2(O)C(F)(F)F)cc1 (stereo not given) | -0.8 | -1 | -0.1 | 3
Cc1nc2sccn2c1CN1CCc2nnc(-c3ccccc3)n2CC1 | 2.0 | 1 | 0.0 | -6
COc1cccc(C(=O)N2CC=C[C@@H]2C(=O)NC2CC2)c1 | 0.1 | -5 | -0.2 | 5
COc1ccc(C2CC(c3ccccc3)=NN2C(C)=O)c(OC)c1 (stereo not given) | 0.6 | -1 | 0.2 | 8
Cc1nnc2ccc(-c3ccc(NC(=O)COc4ccccc4)cc3)nn12 | -1.0 | -3 | 0.1 | -3
COc1ccc(-c2noc(CCC(=O)N(C)c3cc(Cl)ccc3OC)n2)cc1 | 0.6 | -7 | 0.0 | -8
O=C(CC1Sc2ccc(C(F)(F)F)cc2NC1=O)Nc1ccc(I)cc1 (stereo not given) | 0.0 | -2 | 0.1 | -10
COc1ccc2c(COC(=O)Cn3cnnn3)cc(=O)oc2c1 | -0.5 | 10 | -0.1 | 3
COc1ccc(Br)c(-c2nc(Cc3ccccc3Cl)no2)c1 | 0.3 | -3 | 0.2 | 1
COc1ccccc1NC(=S)N/N=C/c1cccc([N+](=O)[O-])c1 | 2.7 | -5 | -0.1 | 1
NC(=O)C1CCN(C(=O)CSCc2ccccc2Br)CC1 | -1.1 | -12 | 0.1 | 16
CCOC(=O)CNCc1ccc(Cl)cc1 | -1.1 | 6 | 0.1 | 8
SMILES | GPR151 activ | TEAD-YAP block | FBW7 act | MITF primary
N/C(=N/OC(=O)c1cccc([N+](=O)[O-])c1)c1ccc(Br)cc1 | 3.6 | -2 | -0.2 | -3
Nc1cc(NCc2ccccc2)ncn1 | 0.9 | -6 | -0.1 | 0
CCN1CCN(c2nc(-c3ccccc3Cl)nc3ccccc23)CC1 | -0.3 | -9 | -0.1 | 0
COc1cccc(NC(=O)CN(C2=NC3CS(=O)(=O)CC3S2)c2ccccc2F)c1 (stereo not given) | 5.0* | 4 | -0.3 | 4
CC(C)(C)c1cc(C(c2ccc3c(c2)OCO3)N2CCOCC2)cc(C(C)(C)C)c1O (stereo not given) | 3.1 | -13 | -0.1 | -7
O=C1NC(c2ccc([N+](=O)[O-])o2)C(C(=O)c2cccnc2)C(O)(C(F)(F)F)N1 (stereo not given) | 0.0 | 11 | 0.0 | 13
Cc1ccc2cc(C#N)c(NCCNC(=O)C3CC3)nc2c1C | 0.5 | 0 | -0.2 | -5
COc1cccc(C(=O)NCCc2cc3ccc(C)cc3[nH]c2=O)c1 | -1.2 | 2 | 0.1 | 19
COc1ccc(C(CC(=O)Nc2cc(OC)cc(OC)c2)N2Cc3ccccc3C2=O)cc1 (stereo not given) | 0.4 | -5 | 0.2 | -14
CCOC(=O)NC(Nc1sc2c(c1C(N)=O)CCC2)(C(F)(F)F)C(F)(F)F | 0.8 | -2 | 0.1 | -8
O=C(Nc1cccnc1)c1sc2ccccc2c1Cl | -0.7 | -11 | 0.0 | -3
CCOc1ccc(/C(C)=N/N=C2\NC(=O)C(CC(=O)O)S2)cc1 (stereo not given) | -1.4 | 2 | 0.0 | -8
CC(C)=CCC/C(C)=C\CSc1nnc(-c2ccncc2)o1 | 0.8 | 3 | 0.0 | 4
CCOC(=O)NC(=S)Nc1ccc(OC)cc1 | 3.0 | -44 | -0.1 | -5
CN1CC2([N+](=O)[O-])CC=C(C(=O)O)C([N+](=O)[O-])(C1)C2 (stereo not given) | -0.2 | 11 | -0.1 | 7
Cc1ccc(C)c(NC(=O)c2cc(S(=O)(=O)N3CCCC3)ccc2F)c1 | 1.1 | -3 | 0.8 | 21
COc1ccc(NC(=O)CN(c2ccc(C)cc2)S(=O)(=O)c2c(C)noc2C)cc1 | -0.5 | 2 | -0.6 | -16
Cc1cccc(NC(=O)CN2C(=O)N/C(=C/c3ccc(Cl)cc3)C2=O)c1 | -0.8 | -6 | 0.1 | -14
O=C1OC(Nc2nc3ccccc3s2)(c2ccccc2)c2ccccc21 (stereo not given) | -0.6 | 0 | 0.2 | 11
COc1ccc(Cl)cc1NC(=O)c1cc2c(=O)n3cccc(C)c3nc2s1 | 1.8 | 5 | -0.1 | -1
CCC1=[N+](C)CCn2c(C)ccc21 | 1.0 | 7 | 0.0 | 4
O=C(c1nc2sccn2c1CN1CCCC(OCc2ccccc2)C1)N1CCCCC1 (stereo not given) | -0.4 | -9 | 0.0 | 2
COc1ccc(CCNc2nc(N3CCCC3CO)nc3c2ncn3C2CCCCC2)cc1 (stereo not given) | -0.2 | -9 | 0.0 | 1
O=C(OCc1cccc([N+](=O)[O-])c1)c1ccccc1N1C(=O)c2ccccc2C1=O | -0.2 | -7 | -0.3 | -15
O=C(NCc1ccco1)c1cc(C2CC2)on1 | -1.8 | -19 | 0.6 | 0

Three entries picked at random from the list so far:
SMILES | GPR151 activ | TEAD-YAP block | FBW7 act | MITF primary
CC(C)=CCC/C(C)=C\CSc1nnc(-c2ccncc2)o1 | 0.8 | 3 | 0.0 | 4
CCOC(=O)NC(=S)Nc1ccc(OC)cc1 | 3.0 | -44 | -0.1 | -5
O=C(Nc1cccnc1)c1sc2ccccc2c1Cl | -0.7 | -11 | 0.0 | -3

A second format for five compounds above.
Structure	GPR151 activ	TEAD-YAP block	FBW7 act	MITF primary
CCC(=O)N1N=C2c3cc(OC)ccc3CCC2C1c1ccccc1[N+](=O)[O-] (stereo not given)	2.8	11	0.6	16
Cc1cc(C(=O)NCCc2cn3cccc(C)c3n2)ccc1[N+](=O)[O-]	-0.5	5	0.1	-1
CN1C(C(=O)NCC2CCCO2)=CC(c2ccco2)=NS1(=O)=O (stereo not given)	-0.5	-8	0.1	0
Cc1csc(N/C(=N\S(=O)(=O)c2ccccc2)c2ccccc2)n1	0.1	9	0.0	7
CCOc1ccc(NC(=S)NNC(=O)CC(C)O)cc1 (stereo not given)	-0.1	4	-0.2	-7

The results go on:
SMILES | GPR151 activ | TEAD-YAP block | FBW7 act | MITF primary
O=C(Oc1ccc(/C=N/N2C(=O)c3ccccc3C2=O)cc1[N+](=O)[O-])c1ccccc1 | 0.3 | -27 | 0.0 | -8
Cc1ccc(NCCNC(=O)COc2ccccc2)nn1 | 0.6 | 5 | 0.0 | 0
CC1=NN(c2ccc(S(N)(=O)=O)cc2)C(=O)/C1=C\c1ccco1 | 1.2 | -4 | -0.1 | 6
CC(=O)Nc1ccc(C2C3=C(Nc4[nH]c(=O)[nH]c(=O)c42)C(=O)CC(C)(C)C3)cc1 (stereo not given) | 0.4 | -6 | -0.1 | -1
COc1ccc(C(=O)CSc2nccc(=O)[nH]2)cc1OC | 2.4 | 3 | -0.2 | -6
CCSC1=C(C#N)C(c2ccc(Cl)cc2)C(C(=O)OC(C)(C)C)=C(C)N1 (stereo not given) | 1.9 | 2 | -0.1 | 4
CCc1nn(CC(=O)N2CCOCC2)c(=O)c2cc3occc3n12 | 0.6 | -10 | 0.0 | -2
COc1cc(NC(=O)c2cc(C(C)C)on2)c(OC)cc1Cl | 1.6 | -8 | 0.3 | -4
CC(C)CC(=O)N=Nc1c(O)[nH]c2ccccc12 | -0.3 | -22 | 0.1 | 4
Cc1ccc(NC(=O)/C=C/c2ccc(Cl)cc2)c(Br)c1 | 0.6 | -7 | 0.1 | 0
O=C(Nc1cc(Cl)cc(Cl)c1)c1cc2nc(-c3ccc(Cl)cc3)cc(C(F)(F)F)n2n1 | 1.2 | 8 | 0.3 | 18
Cc1ccc(OCC(=O)Nc2ccc(C(N)=O)cc2)c(Br)c1 | 0.0 | -21 | 0.0 | 20
COc1ccc(C2=NN(C(=O)CSc3nnc(CNC(=O)c4ccco4)n3-c3cccc(C)c3)C(c3ccc(F)cc3)C2)cc1 (stereo not given) | -0.6 | -1 | -0.1 | -13
C=CCSc1nnc2c(n1)OC(CC)N(C(C)=O)c1ccccc1-2 (stereo not given) | 0.0 | -3 | -0.2 | 1
O=C(NNc1ccc([N+](=O)[O-])cc1)C1C2CCCCC21 (stereo not given) | 0.0 | 3 | -0.1 | 2
O=C(O)c1ccc(/C=N/Nc2ncc(Cl)cc2Cl)cc1 | -2.8 | -15 | 0.1 | 17
COc1ccc(NC(=O)CN(CC(=O)Nc2ccc(OC)cc2)C(C)c2ccccc2)cc1 (stereo not given) | 3.4 | 3 | 0.0 | 8
